# MITF inh: MITF inhibitors, primary screen, biochemical, AlphaScreen, human | Microphthalmia-associated transcription factor (Homo sapiens), O75030 | AlphaScreen MITF homodimerization, bead proximity signal | inhibition, % at 2.6 µM | 0.91% of 650,000 active; in the data active = inhibition above about 50%;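 note: 0% = vehicle wells with protein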
# Target sequence (O75030 whole entry, looked up): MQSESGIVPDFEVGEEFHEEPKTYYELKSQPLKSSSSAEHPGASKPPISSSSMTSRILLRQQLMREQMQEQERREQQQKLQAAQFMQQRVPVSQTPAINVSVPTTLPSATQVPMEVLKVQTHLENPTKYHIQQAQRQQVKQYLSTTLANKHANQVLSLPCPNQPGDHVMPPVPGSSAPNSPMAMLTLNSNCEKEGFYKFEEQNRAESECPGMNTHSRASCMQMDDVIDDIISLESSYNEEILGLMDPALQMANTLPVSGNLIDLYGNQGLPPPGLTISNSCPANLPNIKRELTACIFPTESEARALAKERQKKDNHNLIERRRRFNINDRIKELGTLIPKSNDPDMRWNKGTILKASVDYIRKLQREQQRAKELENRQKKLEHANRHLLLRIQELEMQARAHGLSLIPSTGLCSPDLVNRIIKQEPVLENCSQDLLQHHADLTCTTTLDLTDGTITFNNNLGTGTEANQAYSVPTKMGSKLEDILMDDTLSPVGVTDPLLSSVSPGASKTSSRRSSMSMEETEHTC
# FBW7 activator: FBW7 E3 ligase activators, primary screen, biochemical, AlphaScreen, human; 0.13% of 650,000 active; AlphaScreen FBW7–phospho-cyclin E peptide binding, activator screen; normalized activity (activation), % at 26.1 µM; AID 1259310, 2017; in the data active = normalized activity above about 1.9%;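 note: purified mutant Fbw7 with reduced substrate affinity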
# GPR151 ag: activators of human GPR151, primary screen, cell-based, PathHunter beta-arrestin, luminescence; PathHunter beta-arrestin GPR151 cells; AID 1508602, 2020; activation, % at 11.2 µM; 1% of 650,000 active; G-protein coupled receptor 151 (Homo sapiens), Q8TDV0; in the data active = activation above about 4.9%;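 note: 0% = median of compound wells and 100% = cells with positive control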
# Target sequence (Q8TDV0 whole entry, looked up): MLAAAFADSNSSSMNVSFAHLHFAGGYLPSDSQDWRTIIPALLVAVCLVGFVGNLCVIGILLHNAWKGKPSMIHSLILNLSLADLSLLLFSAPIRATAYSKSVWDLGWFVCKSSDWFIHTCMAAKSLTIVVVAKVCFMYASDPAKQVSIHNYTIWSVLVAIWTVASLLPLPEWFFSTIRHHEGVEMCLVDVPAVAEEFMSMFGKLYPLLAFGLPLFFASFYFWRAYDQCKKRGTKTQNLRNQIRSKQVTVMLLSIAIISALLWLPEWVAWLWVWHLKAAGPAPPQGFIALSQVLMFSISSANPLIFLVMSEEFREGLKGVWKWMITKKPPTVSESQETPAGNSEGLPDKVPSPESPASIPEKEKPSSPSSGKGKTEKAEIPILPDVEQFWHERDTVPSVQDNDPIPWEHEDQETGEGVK
# TEAD-YAP block: TEAD-YAP interaction inhibition, primary screen, TEAD-YAP interaction inhibitor project, luminescence, HEK-TIYL cells; TEAD-Gal4/YAP UAS-luciferase luminescence; inhibition, % at 9.12 µM; 1.4% of 640,000 active; AID 1259422, 2018; in the data active = inhibition above about 32%;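 note: 0% = median of test compound wells and 100% = reference inhibitor wells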
# Active calls of the source: *.
1	Cc1ccc(S(=O)(=O)N(CC(=O)N(C)C)c2ccccc2C)cc1
2	CC(NC(=O)CSc1ccc(F)cc1)c1ccccc1 (centres undefined)
3	Clc1cccc(N2CCN(CCNc3nc4ccccc4n4nnnc34)CC2)c1
4	COc1ccc(-c2ncc(C)c(NCCOc3ccccc3)n2)cc1
5	S=c1oc2ccccc2n1CN1CCN(c2ncccn2)CC1
6	CN1c2ccccc2Oc2nnc(N3CCN(Cc4ccccc4)CC3)cc21
7	COc1ccc(NC(=O)c2oc3ccccc3c2NC(=O)C(C)(C)C)cc1OC
8	CCSc1nnc(NC(=O)CN2C(=O)C3C4C=CC(C4)C3C2=O)s1 (centres undefined)
9	NS(=O)(=O)c1ccc(CCNc2ncnc3c2cnn3-c2ccc(F)cc2)cc1
10	COC(=O)c1ccc(C2Nc3ccccc3-c3cc(C)nn32)cc1 (centres undefined)

assay / entry	1	2	3	4	5	6	7	8	9	10
MITF inh	5	-6	-8	12	2	0	-6	-7	-16	-12
FBW7 activator	0.1	0.2	0.0	0.1	-0.2	-0.1	-0.1	-0.1	-0.1	-0.1
GPR151 ag	0.1	2.6	2.8	1.3	-2.0	-2.6	-0.9	-1.3	-0.3	-0.5
TEAD-YAP block	5	0	-5	4	0	-20	-8	-12	-18	-16

11	O=C(COc1ccc2ccccc2c1Br)N/N=C/c1ccc2c(c1)OCO2
12	CCOC(=O)C(NC(=O)c1ccc(F)cc1)(Nc1sc2c(c1C#N)CCCC2)C(F)(F)F (centres undefined)
13	CC(C)N1CCN(C(=O)CCc2nnc(Cc3cccc(C(F)(F)F)c3)o2)CC1
14	CC1CCC(C(C)C)C(OC(=O)COC(=O)CSC(=O)c2ccccc2)C1 (centres undefined)
15	Oc1ccc(C=Nc2ccc3ccccc3c2)cc1O
16	O=C(NCc1noc2ccccc12)N1CCCC1
17	COc1cc(C(=O)NC(=S)Nc2ccc(F)c([N+](=O)[O-])c2)cc(OC)c1OC
18	Cc1cccc(/C(N)=N/OC(=O)c2ccccc2F)c1
19	COC(=O)CSc1nnc(NC(=O)c2ccc(C(C)(C)C)cc2)s1
20	CC1CCN(C(=O)c2cnn3cccnc23)CC1

assay / entry	11	12	13	14	15	16	17	18	19	20
MITF inh	6	13	-7	0	-11	9	-8	4	3	9
FBW7 activator	0.1	0.4	0.1	0.0	-0.6	0.1	-0.1	0.2	0.1	0.3
GPR151 ag	2.2	0.8	1.5	0.8	-1.0	1.0	-1.4	-1.8	-0.9	-1.0
TEAD-YAP block	5	5	-1	-2	6	-4	8	-26	22	4

21	CC(C)CC(=O)NC(O)C(=O)c1cccs1 (centres undefined)
22	CCC(=O)N(Cc1cc2cc(C)ccc2[nH]c1=O)CC1CCCO1 (centres undefined)
23	Cc1noc(NS(=O)(=O)c2ccc(NC(=O)c3cccc(Cl)c3)cc2)c1C
24	COC(=Nc1cccc(F)c1N1CCC2(CC1)OCCO2)c1ccc(Br)o1
25	CCOc1cc(OC2OCCOC2Oc2ccc(C=O)c(OCC)c2)ccc1C=O (centres undefined)
26	Cc1ccc(NC(=O)CSc2nnc3c(n2)[nH]c2ccc(S(=O)(=O)N4CCCCC4)cc23)cc1C
27	CC(=O)Nc1ccc(C(=O)N2CCOc3ccc(CN4CCCCC4CO)cc3C2)cc1 (centres undefined)
28	COC(=O)c1ccc(Nc2cc(Cl)c3nonc3c2[N+](=O)[O-])cc1
29	Cc1nc(SCC(=O)Nc2sc3c(c2C(N)=O)CCC3)c2c3c(sc2n1)CCC3
30	COc1ccc(CCNC(=O)C2CC(c3cc(OC)c(OC)c(OC)c3)=NO2)cc1OC (centres undefined)

assay / entry	21	22	23	24	25	26	27	28	29	30
MITF inh	8	13	3	11	17	15	-5	8	7	16
FBW7 activator	0.0	0.5	-0.2	0.1	0.6	0.1	0.2	0.6	-0.1	0.0
GPR151 ag	-1.5	-0.5	0.6	0.2	0.1	1.0	1.4	-2.2	0.3	-1.1
TEAD-YAP block	1	4	7	9	1	7	2	-11	-14	-4

# Results in sequence from above.
# Entries 22 to 29 in MITF inh: 13, 3, 11, 17, 15, -5, 8, 7
# Entries 22 to 29 in GPR151 ag: -0.5, 0.6, 0.2, 0.1, 1.0, 1.4, -2.2, 0.3
# Entries 22 to 29 in FBW7 activator: 0.5, -0.2, 0.1, 0.6, 0.1, 0.2, 0.6, -0.1

# New compounds follow:
31	CCOC(=O)C1=C(C)N=c2s/c(=C\c3ccc(F)cc3)c(=O)n2C1c1ccc(SC)cc1 (centres undefined)
32	COc1ccc(NC(=O)CN2C(=O)CSCC2=O)cc1
33	CCOc1ccc(N2C(=O)N(c3cccc([N+](=O)[O-])c3)C3CS(=O)(=O)CC32)cc1 (centres undefined)
34	Cc1nn(C)c(Oc2ccccc2)c1CCNC(=O)CC(C)C
35	COC(=O)CN1C(=O)C(O)=C(C(C)=O)C1c1ccc([N+](=O)[O-])cc1 (centres undefined)
36	CCN1Cc2cccc(C(=O)Nc3ccc(OC)c(OC)c3)c2C1=O
37	COc1ccc(NCc2nnc3n2CCCCC3)c(OC)c1
38	Cc1cc(NC(=O)C2CCCC(C(=O)Nc3ccc(Br)c(C)c3)C2)ccc1Br (centres undefined)
39	CCN(CC)c1cccc(Oc2nc([N+](=O)[O-])nn2C)c1
40	Cn1c(N)c(C(=O)COC(=O)c2cc(O)ccc2N)c(=O)n(C)c1=O

assay / entry	31	32	33	34	35	36	37	38	39	40
MITF inh	1	-1	-6	12	15	-3	-3	1	-8	6
FBW7 activator	-0.1	-0.1	0.1	-0.1	0.2	-0.1	0.1	0.2	0.0	-0.2
GPR151 ag	0.0	-0.3	1.2	0.4	0.5	0.2	1.8	-1.1	-0.7	0.5
TEAD-YAP block	-12	5	-15	7	-3	4	2	-33	14	0

41	CCOC(=O)N1CCc2c(sc(NCc3cccc(OC)c3)c2C(=O)Nc2cc(OC)ccc2OC)C1
42	CC(Oc1ccc(Br)cc1)C(=O)N1CCCC1 (centres undefined)
43	COc1ccc(C2CC(c3cccs3)=NN2C(=O)CSc2nnc(CNC(=O)c3ccccc3F)n2-c2ccc(F)cc2)cc1 (centres undefined)
44	O=C(Nc1ccccc1-c1nc2ccccc2[nH]1)C1CCCCN1S(=O)(=O)c1cccs1 (centres undefined)
45	COc1ccc(-c2cnc(NCCCO)nc2)cc1
46	O=C(N1CCc2nc(N3CCOCC3)[nH]c(=O)c2C1)C1(c2cccc(F)c2)CCCC1
47	CCOc1ccccc1OCCN[C@H](C)Cc1ccc(OC)c(S(N)(=O)=O)c1
48	COc1cccc(CNCCC2CCC(=O)N2Cc2ccc(-n3cccn3)cc2)c1 (centres undefined)
49	Cc1ccc(-c2n[nH]c3c2C(c2ccccc2Cl)N(c2ccc(F)cc2)C3=O)cc1 (centres undefined)
50	C=CCNC(=O)C1CCC(=O)N1C1CCCC1 (centres undefined)

assay / entry	41	42	43	44	45	46	47	48	49	50
MITF inh	-3	-3	-4	18	4	-4	-16	3	9	-9
FBW7 activator	-0.1	0.0	-0.1	0.1	0.1	-0.1	0.1	0.0	-0.1	-0.1
GPR151 ag	0.6	2.2	0.0	0.7	-1.7	0.6	6.8*	-0.5	-0.2	-2.0
TEAD-YAP block	1	18	-5	21	-14	8	-2	0	-7	-3

51	CCOc1ccc(/C=C2N=C(/C=C/c3ccc(Cl)cc3)OC/2=O)cc1
52	Cc1cccc(CCNC(=O)c2cc3c(=O)n(C)c4ccccc4c3n2C)c1
53	COC(=O)c1ccc(COC(=O)c2ccc(Br)cc2)o1
54	Cn1c(CN2CCCC2)nc2cc(NS(=O)(=O)c3ccc(F)cc3)ccc21
55	COc1ccccc1CNC(=O)C[n+]1ccc(Cc2ccc([N+](=O)[O-])cc2)cc1
56	CC(=O)C1=C(C)N(C2CCCC2)C(=O)C1(NC(=O)C1CCCCC1)C(F)(F)F (centres undefined)
57	O=C(c1ccccc1Cl)N(Cc1cccs1)C1CCS(=O)(=O)C1 (centres undefined)
58	Cc1c(C(=O)N2CCN(Cc3ccccc3)CC2)sc2ncn(Cc3cccc(F)c3)c(=O)c12
59	O=C(CCC1(Cc2ccc3c(c2)OCO3)CCC(=O)N1)NCc1nc(-c2ccccc2)no1 (centres undefined)
60	CCC(O)C1CCN(c2nc3nonc3nc2NCc2cccs2)CC1 (centres undefined)

assay / entry	51	52	53	54	55	56	57	58	59	60
MITF inh	-1	18	7	13	0	7	3	6	7	-4
FBW7 activator	0.2	-0.1	0.1	0.1	-0.2	0.1	0.0	0.2	0.2	0.0
GPR151 ag	0.7	-0.4	-0.7	0.4	0.7	3.1	0.0	-0.7	-1.7	-2.3
TEAD-YAP block	-12	2	3	4	0	-5	-2	-2	15	-5

61	Cc1cccc(N(C)C(=O)/C=C/C(=O)O)c1
62	CCOc1ccc(Cl)cc1CNCc1ccccn1
63	Cc1cccc(NC(=O)c2ccc(C(C)(C)C)cc2)n1
64	Cc1ccc(CN2CCOCC2)c(C)c1
65	OC1(c2cccc(C(F)(F)F)c2)CCN(Cc2nnnn2Cc2ccco2)CC1
66	CN1C(=O)C[n+]2ccccc2C1C(=O)Nc1ccccc1 (centres undefined)
67	O=C1CCSC(c2cccnc2)N1CCc1ccc(Cl)cc1 (centres undefined)
68	Cc1ccc([N+](=O)[O-])c(C2=N/C(=C\c3cccc(F)c3)C(=O)O2)c1
69	COc1ccc(N2CCN(C(=O)COc3ccc(Cl)cc3)CC2)cc1
70	CCC(=O)N1CCC(C(Cc2ccc(F)cc2F)N(C)C(=O)C2CC2)CC1 (centres undefined)

assay / entry	61	62	63	64	65	66	67	68	69	70
MITF inh	-9	26	-2	-3	-8	2	-3	12	17	5
FBW7 activator	-0.3	-0.1	-0.1	-1.0	0.8	-0.1	0.1	0.0	0.4	-0.1
GPR151 ag	-0.1	-1.8	-4.8	0.7	0.0	0.3	1.0	1.2	-1.4	-1.2
TEAD-YAP block	6	-6	45*	-8	7	4	4	-4	1	-8

71	COc1ccc(C(C)NCc2ccccn2)cc1 (centres undefined)
72	Cc1ccc(Cl)cc1NC(=O)/C(=C\c1ccc2c(c1)OCO2)NC(=O)c1ccccc1Cl
73	COc1cccc(OCC(=O)Nc2ccc3c(c2)OCO3)c1
74	OCc1ccc(-c2cnc3ccc(NCC4CC4)nn23)cc1
75	CC(C)(C)CC(=O)Nc1c(C(N)=O)oc2ccccc12
76	COc1ccc(S(=O)(=O)Nc2ccc(Oc3ccc(Cl)cc3)cc2)cc1
77	O=C(NC1CC1)c1ccc(-c2cccc(C(=O)Nc3ccccc3)n2)cc1
78	O=[N+]([O-])c1ccccc1/C=N/Nc1ncnc2nc[nH]c12
79	Cc1ccc(OCC(=O)N/N=C\c2cccnc2)c(C)c1
80	COc1cc(-c2nc3ccccc3c(=O)n2NC(=O)c2cc(Br)ccc2Cl)cc(OC)c1OC

assay / entry	71	72	73	74	75	76	77	78	79	80
MITF inh	5	5	9	-5	3	-6	10	0	8	6
FBW7 activator	0.4	0.1	0.2	-0.3	0.1	0.1	0.0	0.0	-0.2	-0.1
GPR151 ag	-0.6	3.3	1.2	-0.5	1.1	1.1	0.0	-4.4	-0.8	-0.1
TEAD-YAP block	13	-9	-9	28	-3	-1	6	-24	-7	2

81	O=C1c2ccccc2C(=O)N1CCC12CC3CC(CC(C3)C1)C2
82	O=C(NN1C(=O)/C(=C/c2ccc(O)cc2)SC1=S)c1cccc(O)c1
83	CCOC(=O)c1cccc(Nc2c(-c3ccccc3)c(=O)c2=O)c1
84	COc1ccc2c(c1)OC(C)CN(C/C(C)=C/c1ccco1)C2 (centres undefined)
85	Cc1ccc(NC(=O)/C(=C/c2cccc([N+](=O)[O-])c2)NC(=O)c2cccc(Cl)c2)c(Br)c1
86	Cc1cnc(CNc2cc(-c3cncc(-c4cc5ccccc5s4)c3)nc(C)n2)cn1
87	COCCN(C(=O)c1ccncc1)c1nnc(C)s1
88	CCC1CCc2c(sc(NC(=O)C(Sc3ccccc3)c3ccccc3)c2C(=O)OC)C1 (centres undefined)
89	Cc1nn(C)c(C)c1-c1cncc(C(N)=O)c1
90	COc1ccc2nc3sc(C(=O)N4CCN(c5ccccc5F)CC4)c(N)c3cc2c1

assay / entry	81	82	83	84	85	86	87	88	89	90
MITF inh	-13	0	1	-10	-1	3	10	9	-4	-8
FBW7 activator	0.0	-0.5	0.0	0.0	-0.1	0.1	0.5	-0.1	-0.1	-0.2
GPR151 ag	0.7	-1.0	-1.4	-0.1	0.8	0.9	-0.3	-1.0	0.1	0.5
TEAD-YAP block	1	-3	7	-14	1	-33	-2	-7	-3	-7

# Entries of single compounds as entered above. Order of values: MITF inh, FBW7 activator, GPR151 ag, TEAD-YAP block
# Record of Cc1nn(C)c(C)c1-c1cncc(C(N)=O)c1 : -4, -0.1, 0.1, -3
# Record of Cc1cnc(CNc2cc(-c3cncc(-c4cc5ccccc5s4)c3)nc(C)n2)cn1 : 3, 0.1, 0.9, -33

# This is a random part of the collection; 3.5% or so of the library scored in one or more.
